HADH2 inh: blocks human hydroxyacyl-CoA dehydrogenase type II | hit rate 3.4% among 73,000 | Potency, µM (titrated, usually from 57.1 µM), without a hit: top-dose activity change, negative = inhibition, hits mostly inhibitors | AID 886 | Q99714 | recombinant HADH2, NADH fluorescence, beta-hydroxybutyryl-CoA; further: potency means the concentration at half of the fitted maximal effect; on the % scale 0 is the no-effect control and ±100 the full control effect; nearly all actives have a fitted effect of over 60% in size; many of its hits are not listed in these tables
Target sequence (Q99714 whole entry, looked up, one chain of several): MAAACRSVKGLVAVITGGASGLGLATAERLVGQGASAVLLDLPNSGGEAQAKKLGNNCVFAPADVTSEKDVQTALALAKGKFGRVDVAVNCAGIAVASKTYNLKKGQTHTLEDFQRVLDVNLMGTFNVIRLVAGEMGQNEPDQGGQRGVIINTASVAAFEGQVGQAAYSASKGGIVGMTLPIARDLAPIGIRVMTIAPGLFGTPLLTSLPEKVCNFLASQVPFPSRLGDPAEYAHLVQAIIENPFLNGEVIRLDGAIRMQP
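His-tagged recombinant enzyme from E. coli, 20 nM, preincubated 15 min RT with compound; reaction started with 1 mM NAD+ and 90 uM beta-hydroxybutyryl-CoA in 100 mM Tris-HCl pH 9.0. NADH fluorescence (ex 360/em 450) read over 4 min; last-minus-first difference.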
Hsp90 Hop PPI: changes Hsp90-Hop TPR2A binding signal, up or down. hit rate 0.44% among 71,000. AlphaScreen TPR2A-His6 binding biotin-Hsp90 C-terminal peptide. Potency, µM (titrated, usually from 57 µM), without a hit: top-dose activity change, negative = inhibition; active means well fitted curve in either direction with a large enough effect; inconclusive means small, poorly fitted or top-dose-only effect, or another doubt; further: potency means the concentration at half of the fitted maximal effect; on the % scale 0 is the no-effect control and ±100 the full control effect; many of its hits are not listed in these tables
GFP derepression: derepresses silenced GFP locus in mouse C127i cells; hit rate 0.09% among 68,000; mouse C127i GFP locus derepression, cytometry, 30 h; Potency, µM (highest dose often 46.1 µM), without a hit: at the highest dose GFP derepression (activation); further: % of control where 0% means no effect
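Derepression screen: silenced CMV-GFP reporter in murine C127i cells, 30 h compound incubation at 37 C, washed cells imaged by laser-scanning cytometer to enumerate GFP-expressing objects of 20 to 120 um.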
DNA Pol III inh: inhibitors of bacterial DNA polymerase III holoenzyme; reconstituted DNA polymerase III holoenzyme replication, biochemical; Potency, µM (top dose mostly 57.1 µM), inactives show at the top dose activity change, negative = inhibition; AID 603; hit rate 0.25% among 71,000; further: potency means the concentration at half of the fitted maximal effect; on the % scale 0 is the no-effect control and ±100 the full control effect
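Reconstituted *E. coli* holoenzyme (0.35 nM Pol III, 1 nM beta, 154 nM SSB, 2 nM primase) was preincubated with compound for 15 min at RT. Synthesis on 1.4 nM ssM13Gori ran 35 min, then was stopped with PicoGreen/EDTA and read as dsDNA fluorescence.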
Luciferase inh: firefly luciferase inhibition; purified firefly luciferase, luminescence, 8 min; Potency, µM (series often up to 57.1 µM), inactives show at the top dose activity change, negative = inhibition, actives largely listed as inhibitors; hit rate 2.2% among 72,000; further: potency means the concentration at half of the fitted maximal effect; on the % scale 0 is the no-effect control and ±100 the full control effect; nearly all actives have a fitted effect of over 40% in size
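Luminescence read-out after 8 min at room temperature; enzyme reaction used luciferin plus 10 uM ATP (linear range) in imidazole buffer pH 7.2 with KCl, MgCl2, Tween 20 and BSA. Each sample was run as a titration.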
Tau filament bind: binds recombinant human tau filaments; hit rate 2% among 71,000; P10636; Potency, µM (doses to about 57.1 µM), for the others: at the highest dose activity change, negative = inhibition; recombinant tau filaments, thioflavin S fluorescence, 15 h; filaments grown with octadecylsulfate alongside compound;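 further: potency means the concentration at half of the fitted maximal effect; on the % scale 0 is the no-effect control and ±100 the full control effect; actives lower thioflavin S fluorescence by blocking filaments or displacing dye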
Target sequence (P10636 whole entry, looked up): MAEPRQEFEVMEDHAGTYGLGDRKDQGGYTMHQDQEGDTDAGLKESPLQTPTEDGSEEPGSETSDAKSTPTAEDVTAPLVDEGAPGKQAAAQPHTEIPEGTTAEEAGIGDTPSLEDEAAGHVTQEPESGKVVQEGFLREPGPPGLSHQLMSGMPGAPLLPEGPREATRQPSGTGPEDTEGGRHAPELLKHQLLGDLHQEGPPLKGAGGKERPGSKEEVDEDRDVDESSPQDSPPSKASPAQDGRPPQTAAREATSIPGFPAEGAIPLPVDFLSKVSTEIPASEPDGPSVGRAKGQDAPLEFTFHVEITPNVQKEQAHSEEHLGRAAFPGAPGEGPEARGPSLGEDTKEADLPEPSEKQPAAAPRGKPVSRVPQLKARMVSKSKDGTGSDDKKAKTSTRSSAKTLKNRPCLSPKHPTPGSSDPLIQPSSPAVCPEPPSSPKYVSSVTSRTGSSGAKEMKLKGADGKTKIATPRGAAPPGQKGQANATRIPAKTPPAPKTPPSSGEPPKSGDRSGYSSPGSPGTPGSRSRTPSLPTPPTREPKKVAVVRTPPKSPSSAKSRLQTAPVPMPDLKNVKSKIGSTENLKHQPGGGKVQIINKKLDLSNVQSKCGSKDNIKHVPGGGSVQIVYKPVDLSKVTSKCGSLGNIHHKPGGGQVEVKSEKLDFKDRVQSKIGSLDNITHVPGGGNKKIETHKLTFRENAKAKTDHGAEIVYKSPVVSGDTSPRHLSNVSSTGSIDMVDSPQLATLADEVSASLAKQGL
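ThS-based fibril read: tau 1 uM final, inducer ODS 30 uM final, 37 C for 15 h, ex 450/em 510 nm.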
UbGFP stabilizer: ubiquitin-GFP accumulation via proteasome inhibition; AID 526; Potency, µM (top dose mostly 45.9 µM), without a hit: at the highest dose activation (GFP accumulation), usual class: activators; Ubiquitin-GFP reporter cells, proteasome inhibition, GFP fluorescence; response scale: untreated = 0%, 10 µM MG-132 = 100%; 67,000 tested, under 10 active; active means well fitted activation curve with a large enough effect, not every such curve was filed as active; inconclusive means small, poorly fitted or top-dose-only effect, or another doubt; inactive means no such curve, though single readings can be large or run the other way; further: potency means the concentration at half of the fitted maximal effect
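U2OS cells expressing ubiquitin(G76V)-GFP, seeded overnight in 0.5% FBS medium, then treated 4 hr at 37 C across 46 uM to 2.9 nM. GFP-positive cells counted by laser cytometry (488 ex/515 em); %activity scaled between basal and 10 uM MG-132.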
HBB splice mod: alters splicing of the hemoglobin beta chain; AID 925; hit rate 0.06% among 65,000; Potency, µM (top dose mostly 46.1 µM), without a hit: at the highest dose activation, most hits filed as activators; HBB splicing reporter cell assay, activation; EGFP reporter with mutant IVS2-654 intron; response scale: normalised to 500 nM splice-correcting PNA; further: potency means the concentration at half of the fitted maximal effect; 0% is about no effect
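HeLa cells stably expressing EGFP interrupted by mutant beta-globin intron 2 (IVS2-654), 500/well in 2% FCS. Treated with compound for 2 days at 37C. Splicing correction scored as total well GFP intensity (488 nm excitation, 500-520 nm emission); 500 nM antisense PNA served as control.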
CRE Fsk mod: CRE-bla signaling modulation under forskolin stimulation | hit rate 2.5% among 71,000 | Potency, µM (highest dose often 38.2 µM), for the others: top-dose activity change, negative = inhibition, usual class: activators | CHO CRE-bla reporter (cAMP response element driving beta-lactamase), forskolin EC10, beta-lactamase ratio; active means well fitted activation curve with a large enough effect in the signal ratio, with a control signal flat, not every such curve was filed as active; inconclusive means small, poorly fitted or top-dose-only effect, or effect the other way, or a change in a side signal; the % refers to the signal ratio; further: potency means the concentration at half of the fitted maximal effect; % of control where 0% means no effect
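CHO CRE-bla cells, overnight plating in Opti-MEM with 0.5% dialyzed FBS; cpd titration + EC10 NKH 477, 3 h 37 °C; CCF4 2 h RT; ex 405/em 460 vs 530 ratio → %Activity, AC50.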
15-hLO inh: blocks human 15-lipoxygenase activity. P16050. purified 15hLO-1, xylenol orange hydroperoxide absorbance. Potency, µM (top dose mostly 57.1 µM), without a hit: at the highest dose activity change, negative = inhibition, actives largely listed as inhibitors. hit rate 1.4% among 74,000. AID 887; further: potency means the concentration at half of the fitted maximal effect; on the % scale 0 is the no-effect control and ±100 the full control effect; nearly all actives have a fitted effect of over 55% in size
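Readout: Fe(III)-xylenol orange absorbance, 573-to-405 nm ratio as reaction progress. Enzyme 40 nM purified human 15hLO-1, substrate 50 uM arachidonic acid, 6 min RT after 15 min compound preincubation; Hepes pH 7.5 buffer with Triton X-100.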
ERK AVP inh: inhibitors of vasopressin-stimulated ERK signaling pathway. HEK293-V1b, vasopressin-stimulated pERK AlphaScreen. Potency, µM (doses to about 57.5 µM), for inactives: top-dose activity, negative = inhibition, actives largely listed as inhibitors. hit rate 0.99% among 72,000. AID 995; further: potency means the concentration at half of the fitted maximal effect; on the % scale 0 is the no-effect control and ±100 the full control effect; nearly all actives have a fitted effect of over 55% in size
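V1b-HEK293 cells; cpd 30 min 37C; 25 nM vasopressin 5 min; lyse 10 min; AlphaScreen beads 5 hr RT. Normalized to DMSO basal and 25 nM vasopressin; AC50 by Hill fit.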
* hit, by the source's call; ? = inconclusive; nt = no result given; [ ] = remark or other dose. Unless noted, the call rests on the fitted dose curve; in most records, active means well fitted curve in the direction sought with a large enough effect; inconclusive means small, poorly fitted or top-dose-only effect, or another doubt; inactive means no such curve, though single readings can be large; an effect the other way counts as inactive or inconclusive.

SMILES | HADH2 inh | Hsp90 Hop PPI | GFP derepression | DNA Pol III inh | Luciferase inh | Tau filament bind | UbGFP stabilizer | HBB splice mod | CRE Fsk mod | 15-hLO inh | ERK AVP inh
O=C(c1ccc(Cl)cc1)N1CCN(C(=O)c2ccco2)CC1 | -1.3% | -1.5% | 0.0% | -2.5% | 1.9% | 1.1% | -4.6% | -5.7% | ? | 0.5% | -4.3%
Cc1onc(-c2ccccc2Cl)c1C(=O)Nc1ccccc1C(N)=O | -2.0% | 0.8% | -1.8% | 2.9% | -6.3% | 2.9% | 1.6% | 0.5% | 13.0% | 1.6% | -20.5%
CCN1CCC[C@@H]1CNC(=O)c1c(OC)ccc(I)c1O | 9.9% | -2.5% | -2.2% | 4.4% | 0.3% | -7.8% | 2.5% | 0.6% | -5.1% | nt | nt
COc1ccc(-c2cc(C(=O)Nc3c(C)nn(Cc4ccccc4Cl)c3C)no2)cc1OC | 14.2% | -2.2% | 2.2% | 12.1% | -0.5% | 199.1% | 0.0% | 0.3% | ? | -10.5% | ?
Cc1cccc(Cn2c(SCCO)nc3c2c(=O)n(C)c(=O)n3C)c1 | -8.0% | -4.2% | -1.1% | -8.0% | -2.7% | 0.7% | -2.0% | -0.6% | ? | -0.7% | -16.9%
Cc1cc(NC(=O)c2cc(-c3cccs3)on2)nn1Cc1ccc(Cl)cc1 | 49.1%[activator] | -2.4% | 0.0% | 1.0% | 4.9% | 105.2% | -1.3% | -0.9% | 28.9% | -16.0% | -16.3%
CCCCN(C)Cc1c(C)[nH]c2ccc(Cl)cc2c1=O | -2.9% | -8.3% | -0.2% | 3.6% | -0.4% | 15.2% | 0.0% | 0.9% | 10.4% | 3.9% | -4.9%
Cc1cc(NC(=O)CSc2nc3ccccc3c(=O)n2C2CCCC2)no1 | 4.4% | 2.5% | 2.6% | -1.3% | 1.4% | 108.2% | -7.3% | -0.6% | 12.6µM* | 5.2% | -24.0%
Cn1c(Cn2c(=O)sc3ccccc32)nnc1SCC(=O)NCCc1ccccc1 | 4.5% | -1.2% | 5.4% | -5.1% | -0.5% | -16.1% | 8.8% | -1.2% | -12.1% | 5.2% | -8.5%
CC1CCN(C(=O)CSc2ccc3nnc(-c4ccc(F)cc4)n3n2)CC1 | 11.8% | 0.9% | 7.0% | -4.5% | 2.3% | -4.4% | -3.2% | -1.4% | 0.0% | -1.6% | -7.9%
C(#Cc1ccccc1)Cn1nnc2ccccc21 | -26.4%[11.4 µM] | 7.0%[11 µM] | -1.5% | 4.5%[11.4 µM] | -5.4% | 10.6%[11.4 µM] | 0.0%[9.17 µM] | -0.1%[0.0738 µM] | 53.8%[7.6 µM] | 7.6%[11.4 µM] | 19.6%
N#Cc1cccc(-c2ccc3ncnc(NC4CCNCC4)c3c2)c1 | 6.6% | 1.5% | -2.9%[9.22 µM] | -5.9% | 0.8%[2.29 µM] | -5.6% | -5.8% | -0.6% | -3.1% | 14.7% | 29.1%
COc1cccc(-c2cc(NCc3cccs3)ncn2)c1 | -7.7% | 4.2% | -2.9%[9.22 µM] | -4.1% | -17.1%[2.29 µM] | -2.0% | -0.9% | 0.7% | ? | -0.2% | 25.1µM*
COC(=O)c1ccccc1S(=O)(=O)NC(=O)c1ccccc1 | 0.2% | -3.1% | 0.0% | 0.2% | 4.5% | -6.2% | -2.3% | -0.6% | -7.5% | -4.1% | -4.6%
Cc1noc(NS(=O)(=O)c2ccc(NC(=O)COc3ccc(Cl)cc3Cl)cc2)c1C | -9.5%[11.4 µM] | -9.3%[11 µM] | 6.1% | -4.8%[11.4 µM] | -5.1% | 21.9%[11.4 µM] | 6.2%[9.17 µM] | 1.3%[0.0738 µM] | ? | ? | 2.51µM*
CCSc1ccccc1C(=O)Nc1cccnc1 | ? | -3.7% | 13.8% | -0.9% | 1.4% | 0.8% | -2.7% | -0.1% | 4.5% | -26.5% | 0.0%
O=C(NCC(F)(F)F)Nc1cccnc1 | -0.6% | -1.9% | 0.0% | -1.0% | 6.6% | -3.1% | -5.4% | 0.5% | 3.7% | 1.7% | -22.5%
CCOc1ccc(N(CC(=O)N2CCc3ccccc32)S(=O)(=O)c2c(C)noc2C)cc1 | 2.0% | -4.4%[2.3 µM] | nt | 2.1% | 0.8% | 10.1% | 14.3% | -0.6% | ? | -0.4% | -16.6%
c1ccc(C(c2nnnn2Cc2ccco2)N2CCN(C3CCCC3)CC2)cc1 (centres undefined) | 17.4% | -13.3% | 6.8% | ? | -1.4% | -15.9% | -3.0% | 0.2%[57.5 µM] | -18.6% | -4.0% | -22.9%
COc1ccc(CN2CCN(C(=O)CN3C(=O)C4C5C=CC(C5)C4C3=O)CC2)c(OC)c1OC (centres undefined) | -1.5% | -1.2% | 0.0% | -0.2% | -1.3% | -9.1% | 12.3% | -0.5% | 2.0% | 11.8% | 0.0%
COC(=O)c1ccc(C2C(C(=O)OC(C)C)=C(C)N=C3SCCC(=O)N32)cc1 (centres undefined) | -5.3% | -7.0% | 5.0% | 2.0% | 0.1% | -1.7% | -17.9% | -1.4% | -3.7% | -8.2% | 0.0%
O=c1c(N2CCCCC2)coc2ccccc12 | 0.7% | -5.7% | -2.3% | -7.2% | -14.1% | 3.3% | 13.0% | 0.0% | 3.7% | 6.2% | -2.2%
CCOc1ccccc1C1CC(=O)Nc2cc3c(cc21)OCCO3 (centres undefined) | 2.6% | -10.7% | -0.1% | 1.5% | -0.3% | 30.0% | 0.0% | -5.3% | 10µM* | -9.3% | -27.1%
COc1ccc(C(=O)Nc2ccc(Cl)cn2)cc1Cl | -0.2% | 12.7% | 4.0% | -1.0% | -29.7% | 20.4% | 6.0% | 1.6% | ? | ? | 14.7%
CC(=O)c1cccc(NC(=O)CC2Oc3ccc(C)cc3NC2=O)c1 (centres undefined) | 4.1% | -3.7%[2.3 µM] | nt | -10.6% | -0.5% | 64.8% | -2.9% | -1.4% | -3.2% | -12.4% | -23.1%
CC(C)CNC(=O)COC(=O)c1cc(S(=O)(=O)N2CCCCC2)ccc1N1CCOCC1 | ? | 0.9% | 1.2% | -0.3% | 3.1% | 3.0% | 3.2% | 1.7% | -0.2% | -6.4% | 27.9%
Fc1ccc(-c2nnc(CN3CCN(c4ncc(C(F)(F)F)cc4Cl)CC3)o2)cc1 | 6.5% | 4.5% | 0.0% | -8.9% | -0.4% | 15.8% | -6.1% | 2.0%[57.5 µM] | 8.0% | 1.6% | 4.6%
COC(=O)c1[nH]c2ccc(C)cc2c1NC(=O)CN1CCc2cc(OC)c(OC)cc2C1 | -9.4% | -4.6% | 0.0% | -4.8% | -1.8% | 39.5% | 3.6% | 3.9%[1.84 µM] | ? | -1.9% | -23.4%
Cc1c(C(=O)N2CCOCC2)[nH]c2c1C(=O)CC(c1ccccc1Cl)C2 (centres undefined) | 7.8% | -6.3% | 0.0% | 2.1% | -0.8% | -8.7% | 3.7% | 2.9% | ? | -8.4% | -23.1%
CCOC(=O)C1=C(O)CSC1=Nc1cccc(Cl)c1 | -0.9% | -2.4% | 4.3% | -1.3% | -1.9% | 2.0% | 12.5% | 1.3%[9.22 µM] | ? | -6.8% | 1.3%
O=C(c1ccccc1)N1CCN(Cc2ccccc2Br)CC1 | -4.6% | -4.8% | 3.0% | -3.6% | -0.1% | 1.7% | 4.0% | -1.3% | -1.9% | -3.8% | -7.9%
Cc1[nH]n(-c2ccccc2)c(=O)c1-c1ccccc1 | 7.8% | -6.8% | 10.9% | -4.0% | 0.5% | -4.0% | -8.3% | -0.8%[9.22 µM] | ? | 3.98µM* | -26.6%
COc1ccc(-c2noc(CN3CCN(c4ccccc4)CC3)n2)cc1 | 4.9% | -5.9%[2.3 µM] | nt | 0.0% | 3.0% | 30.8% | 8.6% | -1.0% | 1.5% | -17.3% | -8.0%
CC(NC(=O)Nc1nnc(C(F)(F)F)s1)N1C(=O)C2C3C=CC(C3)C2C1=O (centres undefined) | -1.0% | 2.5% | 3.2% | -8.6% | 0.9% | -3.6% | 4.1% | 0.0% | 0.4% | 3.0% | 0.2%

Source: PubChem BioAssay (National Center for Advancing Translational Sciences (NCATS))

An excerpt; rates above refer to the full screens.
